Screening results (PubChem)
Nrf2 activator: activates Nrf2 signaling | AREc32 ARE-luciferase reporter (MCF7-derived line), luminescence, 24 h | Potency, µM (series often up to 46.1 µM), without a hit: at the top dose activation, most hits filed as activators | 0.31% of 410,000 active | AID 624171; further: potency means the concentration at half of the fitted maximal effect; % of control where 0% means no effect; nearly all actives have a fitted effect of over 65% in size
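Nrf2 activation is followed as ARE-luciferase induction in the AREc32 line after one day of compound treatment; luminescence is read with Steady-Glo.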
ATXN2 expr inh: reduces ATXN2 reporter expression in HEK-293 cells; AID 1745845; Potency, µM (doses to about 57 µM), inactives show at the top dose activity change, negative = inhibition, usual class: inhibitors; 0.72% of 360,000 active; HEK-293 ATXN2-luciferase reporter, luminescence, 24 h; further: potency means the concentration at half of the fitted maximal effect; on the % scale 0 is the no-effect control and ±100 the full control effect; nearly all actives have a fitted effect of over 55% in size
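ATXN2-luciferase reporter cells (luciferase flanked by upstream and downstream ATXN2 gene portions) were treated 24 h at 37 °C with compounds at up to 57 uM. SteadyGlo luminescence gave expression; GF-AFC fluorescence gave viability.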
IL2 activator: activates IL-2 in a cell-based reporter assay; IL-2 activation reporter assay, cell-based qHTS; stimulated with anti-CD3/CD4/CD28 beads; in transgenic mouse T cells; 0.065% of 360,000 active; AID 652025; activation, % (series mostly up to about 46 µM); in the data active means activation above about 50%; inconclusive means mostly about 30% to 49%; further: 0% is about no effect
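Readout is EGFP and DsRed signal by fluorescent plate cytometry after 18 h at 37 degrees C. Transgenic mouse T cells (750/well) received compound for 60 min before bead stimulation (anti-CD3, anti-CD4, anti-CD28); memory T cells served as non-tolerant control.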
EPAC2 ag: activates human EPAC2 exchange factor; Potency, µM (titrated, usually from 154 µM), for inactives: at the highest dose activation, hits mostly activators; 0.079% of 360,000 active; AID 720711; EPAC2 activation, biochemical qHTS; response scale: 100% = 6.5 mM cAMP response; Q8WZA2; further: potency means the concentration at half of the fitted maximal effect; nearly all actives have a fitted effect of over 50% in size
Target sequence (Q8WZA2 whole entry, looked up): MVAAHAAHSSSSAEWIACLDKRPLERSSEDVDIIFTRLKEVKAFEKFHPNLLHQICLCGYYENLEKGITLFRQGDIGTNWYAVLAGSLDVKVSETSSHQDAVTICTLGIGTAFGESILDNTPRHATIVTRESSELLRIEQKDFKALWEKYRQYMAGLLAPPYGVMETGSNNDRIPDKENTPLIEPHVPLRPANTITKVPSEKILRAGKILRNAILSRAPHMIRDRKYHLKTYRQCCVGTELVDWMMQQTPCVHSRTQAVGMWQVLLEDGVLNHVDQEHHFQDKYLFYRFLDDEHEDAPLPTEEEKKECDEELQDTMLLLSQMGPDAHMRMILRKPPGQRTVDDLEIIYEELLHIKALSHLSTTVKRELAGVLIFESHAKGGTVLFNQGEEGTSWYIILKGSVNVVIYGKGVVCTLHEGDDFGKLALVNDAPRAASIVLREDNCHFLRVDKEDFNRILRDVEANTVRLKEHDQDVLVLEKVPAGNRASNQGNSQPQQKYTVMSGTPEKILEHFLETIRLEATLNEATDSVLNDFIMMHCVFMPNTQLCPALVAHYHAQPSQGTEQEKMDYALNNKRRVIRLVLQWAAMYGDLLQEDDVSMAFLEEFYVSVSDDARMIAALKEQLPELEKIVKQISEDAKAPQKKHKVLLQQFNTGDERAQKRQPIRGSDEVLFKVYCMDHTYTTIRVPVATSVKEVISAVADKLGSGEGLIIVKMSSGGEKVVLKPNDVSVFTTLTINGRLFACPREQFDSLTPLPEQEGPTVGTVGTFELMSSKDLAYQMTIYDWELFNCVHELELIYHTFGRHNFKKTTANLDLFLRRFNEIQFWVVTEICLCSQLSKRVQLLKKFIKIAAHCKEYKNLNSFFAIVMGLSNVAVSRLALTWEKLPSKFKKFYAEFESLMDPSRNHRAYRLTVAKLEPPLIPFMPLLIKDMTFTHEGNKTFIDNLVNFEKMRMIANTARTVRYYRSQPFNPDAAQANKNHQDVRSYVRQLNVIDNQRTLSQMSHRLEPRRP
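Readout is BODIPY fluorescence (480 nm excitation, 540 nm emission), which falls as labeled GDP is exchanged off Rap1B. EPAC2 at 100 nM acted on 250 nM RAP1B-BODIPY-GDP with 50 uM GDP present.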
ATXN viability: cell viability loss in ATXN counter-screen; S2 cells (HEK-293 line with an ATXN2-luciferase reporter) viability, CellTiter-Fluor protease fluorescence, 24 h; Potency, µM (series often up to 56.7 µM), most hits filed as cytotoxic; 0.49% of 400,000 active; AID 651635; further: potency means the concentration at half of the fitted maximal effect; nearly all actives have a fitted effect of over 40% in size
TGFb inhibitor: inhibitors of TGF-b signaling; HepG2 CAGA-GFP TGF-b/SMAD3 reporter, GFP fluorescence, 18 h; TGF-beta stimulated, 500 pg/mL final; Potency, µM (titrated, usually from 46.1 µM), for the others: at the highest dose activity, negative = inhibition, hits mostly inhibitors; 1.2% of 410,000 active; AID 588855; further: potency means the concentration at half of the fitted maximal effect; on the % scale 0 is the no-effect control and ±100 the full control effect; nearly all actives have a fitted effect of over 65% in size
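Smad-responsive CAGA-GFP expression was quantified in HEPG2 cells exposed to compounds and 500 pg/mL final TGF-beta for 18 h at 37 degrees C; unstimulated wells defined full inhibition.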
A549 tox: kills or reduces viability of A549 cells in Nrf2 counter-screen; A549 ARE-Fluc cells, CellTiter-Fluor viability, 18-24 h; AID 504648; 0.16% of 390,000 active; Potency, µM (highest dose often 46 µM), without a hit: top-dose activity change, negative = cytotoxicity, usual class: inhibitors; further: potency means the concentration at half of the fitted maximal effect; on the % scale 0 is the no-effect control and ±100 the full control effect
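A549 ARE_Fluc cells in 5% FBS OPTI-MEM were exposed to compounds in concentration-response for 18-24 h at 37 deg C. Viability was read by CellTiter-Fluor fluorescence (Ex 405/Em 525) after 30 min, before the luciferase read.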
Nrf2 inh: blocks Nrf2 signaling. A549 ARE-Fluc reporter, luciferase luminescence, 18-24 h. Potency, µM (series often up to 46 µM), inactives show top-dose activity change, negative = inhibition, most hits filed as inhibitors. 2.1% of 360,000 active; further: potency means the concentration at half of the fitted maximal effect; on the % scale 0 is the no-effect control and ±100 the full control effect; nearly all actives have a fitted effect of over 60% in size
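A549 ARE_Fluc cells, 5000/well, 5% FBS OPTI-MEM; compounds in dose-response, 18-24 h at 37 °C/5% CO2; CellTiter-Fluor viability read (Ex 405/Em 525), then BugLite luciferase luminescence = Nrf2 activity.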
HepG2 viability: kills HepG2 cells in TGF-b inhibitor counter-screen | HepG2 CAGA-GFP viability, ATP luminescence, 18 h | Potency, µM (doses to about 46.1 µM), inactives show at the highest dose activity change, negative = cytotoxicity, most hits filed as cytotoxic | AID 588856 | 0.76% of 410,000 active; further: potency means the concentration at half of the fitted maximal effect; some results filed as inactive show a strong effect at the top dose
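HepG2 CAGA-GFP cells (1000/well, DMEM with 1% FBS) received compound, then TGF-beta at 500 pg/mL final, and were incubated 18 hours at 37 degrees C. Viability was read by CellTiter-Glo luminescence. Media-only wells were set as complete cell-killing and DMSO as no toxicity.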
An asterisk follows results filed as active; i = inactive; ? = inconclusive; · = not tested or not shown; & = joins results of further samples; [ ] = dose if it differs, or a comment. Unless noted, the call rests on the fitted dose curve; in most records, active means well fitted curve in the direction sought with a large enough effect; inconclusive means small, poorly fitted or top-dose-only effect, or another doubt; inactive means no such curve, though single readings can be large; an effect the other way counts as inactive or inconclusive. Rows are unselected; overall some 4.3% were active at least once.

entry	SMILES	Nrf2 activator	ATXN2 expr inh	IL2 activator	EPAC2 ag	ATXN viability
1	COCCNC(=O)COc1ccc(C)cc1C(=O)c1cc(C#N)c(=O)n(C2CC2)c1	-0.3%	-19%	3.6	-4%	i
2	COc1cccc(NS(=O)(=O)c2cc(C)ccc2OC)c1	0.2%	1%	-2.4	-2%	i
3	CCc1noc(C)c1C(=O)N1CCN(S(=O)(=O)c2ccc(Cl)s2)CC1	-0.5%	8%	-0.2	7%	i
4	O=C(NCc1ccc(Cl)cc1)c1cc2cccc3c2n1CCS3	0.7%	·	·	·	·
5	Cc1ccc2nc(C)c3c(c2c1)N(c1ccc(F)cc1)CC3	-0.3%	-33%	4.0	11%	·
6	Cc1ccc(NS(=O)(=O)c2ccc3c(c2)NC(=O)CO3)cc1	-0.9%	·	0.9	11%	i
7	O=C(O)c1ccc(COc2c(F)c(F)c(F)c(F)c2F)o1	2.4%	-4%	-3.1	-3%	i
8	Cc1ccc(-c2nnc3c4ccccc4c(C)nn23)cc1S(=O)(=O)N1CCN(C)CC1	20%	7%	-3.1	-3%	i
9	CCOc1ccc(NC(=O)Nc2nc(SCC)ns2)cc1	-0.2%[9.22 µM]	0%	-2.3	1%	i
10	O=C(NCCN1C(=O)S/C(=C\c2cccnc2)C1=O)c1ccc(S(=O)(=O)N2CCCC2)cc1	5.2%	4%	-2.1	-9%	i

entry	TGFb inhibitor	A549 tox	Nrf2 inh	HepG2 viability
1	?	-1%	7%	0%
2	-16%	0%	12%	2%
3	-6%	-5%	4%	1%
4	?	12%	?	-39%
5	-34%	-4%	-13%	-36%
6	8%	-6%	-3%	-19%
7	-10%	-2%	·	-2%
8	22%	-4%	15%	-24%
9	?	-4%	-14%	-37%
10	-1%	-13%	2%	-28%

Following part.
entry	SMILES	Nrf2 activator	ATXN2 expr inh	IL2 activator	EPAC2 ag	ATXN viability
11	COc1ccc(OC)c(Cc2nnc(CCC(=O)NCc3nc4ccccc4s3)o2)c1	-0.7%	77%[activator]	-3.7	3%	i
12	CN(C(=O)c1cccc(NC(=O)Cc2ccc(NC(=O)C3CCN(S(=O)(=O)c4cccc([N+](=O)[O-])c4)CC3)cc2)c1)C1CCCCC1	0.3%	0%	-0.3	7%	i
13	CN(C(=O)COC(=O)c1cc(S(=O)(=O)N2CCOCC2)ccc1F)C1CCS(=O)(=O)C1 (stereo not drawn)	-0.2%	-11%	-3.4	-2%	i
14	CC(=O)Oc1cc2oc(=O)cc(C)c2cc1Cl	0.0%	-24%	-0.1	2%	·
15	CCC1Cc2c(nc(N)c3c(N)nc(N4CCOCC4)c(C#N)c23)O1 (stereo not drawn)	-0.3%	-10%	-3.2	1%	·
16	CC(C)(C)c1ccc(OCC(=O)NN2Cc3ccccc3C2=N)cc1	-0.7%	-5%	-0.6	1%	i
17	COc1ccc(CCNC(=O)c2ccc3[nH]c(C)c(C)c3c2)cc1OC	-0.5%	?	·	·	?
18	CS(=O)(=O)c1ccc2nc(NC(=O)C3CC(=O)N(c4ccc(F)cc4)C3)sc2c1 (stereo not drawn)	0.1%	18%	-3.5	-7%	i
19	O=C(COC(=O)CCNS(=O)(=O)c1ccc(Cl)cc1)Nc1ccccc1OC(F)F	0.1%	-13%	1.6	4%	i
20	COc1ccc(OC)c(NC(=O)COC(=O)C2CCC2)c1	-0.4%	-5%	-0.2	-1%	i

entry	TGFb inhibitor	A549 tox	Nrf2 inh	HepG2 viability
11	-19%	2%	18%	-16%
12	12%	3%	-7%	1%
13	-9%	-14%	-18%	19%
14	-16%	0%	-9%	11%
15	4%	-10%	?	-8%
16	10%	9%	18%	-33%
17	-35%	6%	·	-33%
18	23%	10%	4%	14%
19	0%	-16%	-6%	7%
20	-3%	4%	12%	13%

Following part
entry	SMILES	Nrf2 activator	ATXN2 expr inh	IL2 activator	EPAC2 ag	ATXN viability
21	CC(C)c1c(C(=O)N/N=C/c2ccc(-c3ccccc3)cc2)nnn1-c1nonc1N	-1.2%	·	-1.0	9%	i
22	COc1ccc(N2CCN(CCNC(=O)c3ccc4c(c3)[nH]c(=S)n3c5ccccc5nc43)CC2)cc1	0.6%	-19%	-0.5	7%	i
23	O=C(Cn1cnc([N+](=O)[O-])n1)NCCc1ccccc1	0.0%	22%	0.9	6%	i
24	CCOC(=O)c1sc2nc(CC(=O)OC)nc(NCc3ccc(Cl)cc3)c2c1C	-0.3%	-21%	4.6	10%	i
25	Cn1ccs/c1=N\S(=O)(=O)c1ccc(F)cc1	-0.4%	-4%	0.0	9%	i
26	OCc1ccnc2oc3ccccc3c12	0.1%	-15%	-0.8	9%	i
27	CCc1cc2c(SCC(=O)N3CCCC3=O)ncnc2s1	2.9%	0%	0.9	13%	i
28	O=C(CN1C(=O)c2cccnc2Oc2ccc(Cl)cc21)N1CCCC1	-0.4%	-14%	-0.7	10%	i
29	COc1ccc2oc(=O)c(C(=O)N3CCN(C(=O)c4ccccc4)CC3)cc2c1	0.6%	3%	0.2	6%	i
30	CCOC(=O)c1c(NC(=O)COc2c(C)cc(Cl)cc2Cl)sc2c1CCCC2	-0.5%	·	·	·	·

entry	TGFb inhibitor	A549 tox	Nrf2 inh	HepG2 viability
21	1%	1%	1%	7%
22	16%	-3%	4%	-39%
23	5%	-4%	19%	-7%
24	3%	-8%	·	1%
25	-1%	-9%	-17%	-2%
26	13%	1%	2%	2%
27	-4%	1%	-16%	-1%
28	0%	1%	3%	0%
29	6%	-15%	-12%	-4%
30	-3%	3%	-2%	-6%

Overlap with the part before: four entries; new compounds follow.
entry	SMILES	Nrf2 activator	ATXN2 expr inh	IL2 activator	EPAC2 ag	ATXN viability
27	CCc1cc2c(SCC(=O)N3CCCC3=O)ncnc2s1	2.9%	0%	0.9	13%	i
28	O=C(CN1C(=O)c2cccnc2Oc2ccc(Cl)cc21)N1CCCC1	-0.4%	-14%	-0.7	10%	i
29	COc1ccc2oc(=O)c(C(=O)N3CCN(C(=O)c4ccccc4)CC3)cc2c1	0.6%	3%	0.2	6%	i
30	CCOC(=O)c1c(NC(=O)COc2c(C)cc(Cl)cc2Cl)sc2c1CCCC2	-0.5%	·	·	·	·
31	COc1ccc(CCNC(=O)C2CCC(=O)N(CC3CCCCC3)C2)cc1 (stereo not drawn)	-0.1%	-5%	-2.2	7%	i
32	O=C(Cn1cnnn1)Nc1cccc([N+](=O)[O-])c1	-0.6%	-28%	1.9	-2%	i
33	COCCNC(=O)C(c1c[nH]c2ccccc12)N(C(=O)c1snc(C(N)=O)c1N)c1cccc(OC)c1 (stereo not drawn)	0.1%	·	-0.3	-2%	i
34	CCN(CC)S(=O)(=O)c1ccc(C(=O)NCC2CCCCC2)cc1	-0.4%	14%	0.4	17%	i
35	CCN(CC)C(=O)C1=C(C)N(Cc2ccccc2)C(=O)C(CC(=O)NCCCCc2ccccc2)C1 (stereo not drawn)	0.1%	-12%	-3.2	4%	i
36	COc1cc(S(=O)(=O)Nc2ccccc2)ccc1NC=O	-1.0%	10%	-3.2	1%	i
37	Cc1c(NC(=O)CN(c2ccc(F)cc2)S(=O)(=O)c2ccccc2)c(=O)n(-c2ccccc2)n1C	-0.7%	-4%	-2.9	4%	i
38	CCOc1ccc(CCNc2nc3ccccc3n3cnnc23)cc1OCC	3.4%	-26%	-2.7	-15%	?
39	CNc1oc(-c2cccs2)nc1C#N	0.3%	-6%	-3.7	6%	i
40	CN(C)C(=O)c1coc2nc3ccccc3nc12	0.5%	-10%	-0.8	1%	·

entry	TGFb inhibitor	A549 tox	Nrf2 inh	HepG2 viability
27	-4%	1%	-16%	-1%
28	0%	1%	3%	0%
29	6%	-15%	-12%	-4%
30	-3%	3%	-2%	-6%
31	-17%	-9%	-4%	-10%
32	1%	2%	0%	-14%
33	-8%	-4%	1%	14%
34	5%	3%	1%	-17%
35	5%	·	·	-22%
36	20%	-3%	9%	2%
37	5%	-3%	6%	0%
38	-1%	-5%	?	8%
39	?	4%	6%	-6%
40	5%	-10%	1%	-24%

Following part
entry	SMILES	Nrf2 activator	ATXN2 expr inh	IL2 activator	EPAC2 ag	ATXN viability
41	Cc1cc(C(=O)N/N=C/c2sc(N3CCOCC3)nc2-c2ccccc2)c(C)o1	0.3%	-17%	0.8	-8%	i
42	CC(CN1CCOCC1)OC(=O)Cc1ccc(Cl)cc1 (stereo not drawn)	-0.7%	-17%	0.5	0%	i
43	C=CCSc1nc2c(c(=O)[nH]c(=O)n2C)n1Cc1ccccc1	3.8%	4%	-0.8	14%	i
44	O=C(CNC(=O)c1cccs1)NCC(=O)OCc1ccccc1Cl	0.4%	-4%	1.9	6%	i
45	Cc1ccc(-c2csc3n[nH]c(=S)n23)cc1	0.8%	0%	-0.3	3%	i
46	CC(=O)c1c[nH]c(C(=O)Nc2ccc(N3CCCCCC3)cc2)c1	-0.5%	22%	-0.4	5%	?
47	O=C(O)CCC(=O)Nc1cccc(-c2csc(-c3ccccc3)n2)c1	-2.2%	?	1.1	-3%	i
48	CCN(CC(=O)NCc1ccc(F)cc1)CC(=O)Nc1cc(S(=O)(=O)N(C)C)ccc1C	0.0%	-16%	0.4	4%	i
49	C=C1c2ccccc2NC(=O)N1c1ccc(C)cc1	11%	-1%	0.4	12%	i

entry	TGFb inhibitor	A549 tox	Nrf2 inh	HepG2 viability
41	2%	-4%	-17%	6%
42	17%	-1%	-2%	-2%
43	-10%	?	-4%	-27%
44	-15%	-4%	-34%	-4%
45	12%&0%	3%&-4%	?	-6%&-17%
46	0%	0%	9%	4%
47	3%	0%	?	-6%
48	-10%	-1%	-11%	-12%
49	17%	?	·	0%
